SENP8 block = SENP8 protease inhibition; purified SENP8, Z-RLRGG-aminoluciferin cleavage, luminescence; inhibition, % at 10 µM; actives 1.2% (n = 330,000); AID 2540
Target sequence (Q96LD8 whole entry, looked up): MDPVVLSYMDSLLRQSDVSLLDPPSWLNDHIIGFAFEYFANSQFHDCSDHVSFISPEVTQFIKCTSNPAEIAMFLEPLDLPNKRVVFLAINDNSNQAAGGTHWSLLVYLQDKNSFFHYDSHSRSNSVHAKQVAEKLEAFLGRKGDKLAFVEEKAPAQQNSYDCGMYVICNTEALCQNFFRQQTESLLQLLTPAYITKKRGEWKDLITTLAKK
697 NFkB inh = inhibitors of the PMA/ionomycin-induced NF-kB reporter in 697 B cells | 697 B-cell NF-kB luciferase reporter, 16 h | inhibition, % at 4 µM | actives 0.33% (n = 330,000); in the data active means inhibition above about 35%
Apaf-1 inh = inhibitors of human Apaf-1 apoptosome; actives 0.71% (n = 330,000); O14727; reconstituted apoptosome caspase-3 activity, DEVD-Rh110 fluorescence; AID 489030; inhibition, % at 20 µM; active means inhibition of at least 40% at 20 µM;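 further: plate controls were DMSO wells for no effect and DEVD-CHO caspase inhibitor wells for full effect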
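Material: cell-free apoptosome with Apaf-1, procaspase-3 and caspase-9; Buffer or medium: Hepes pH 7.5 with detergent and BSA; Reagent: cytochrome c trigger plus (Z-DEVD)2-Rh110 caspase-3 substrate; Times: compound with Apaf-1, dATP, procaspase-3 30 min, then 50 min reaction, room temperature; Technique: Rh110 fluorescence intensity.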
Gli-Sufu antag = Gli-Sufu pathway antagonism; Sufu-KO-LIGHT fibroblasts, Gli luciferase reporter luminescence; inhibition, % at 5 µM; actives 0.74% (n = 340,000); AID 588413;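 active means inhibition above about 55%, limit read from the data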;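 further: 0% = DMSO-treated cells and 100% = wells with medium but no cells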
Jurkat NFkB inh = lowers PMA/ionomycin-induced NF-kB signal in Jurkat cells; PMA/ionomycin-induced NF-kB luciferase reporter, luminescence; inhibition, % at 4 µM; actives 0.53% (n = 330,000); AID 435003
UBC13 inh = human UBC13 polyubiquitination inhibition; UBC13 polyubiquitin chain formation, TR-FRET; actives 0.47% (n = 330,000); inhibition, % at 20 µM; P61088; in the data active means inhibition above about 45%, passing the limit was not always enough; inconclusive means no clear call, values can overlap the other calls
Target sequence (P61088 whole entry, looked up): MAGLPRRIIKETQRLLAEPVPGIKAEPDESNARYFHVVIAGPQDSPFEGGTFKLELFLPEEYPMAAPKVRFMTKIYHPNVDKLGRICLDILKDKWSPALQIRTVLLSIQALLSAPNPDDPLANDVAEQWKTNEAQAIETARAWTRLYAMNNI
HKDC1 inhibitor = inhibitors of human hexokinase HKDC1; recombinant HKDC1, G6PDH/diaphorase resazurin coupled fluorescence; actives 0.16% (n = 340,000); Q2TB90; inhibition, % at 20 µM;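 active means inhibition above about 35% when tested at 20 µM, limit read from the data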;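 further: plate controls were DMSO wells with enzyme for no effect and DMSO wells lacking enzyme for full effect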
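Incubation: 90 min at room temperature in dark / Material: recombinant HKDC1 (HK5) hexokinase enzyme, produced in-house / Quantity: enzyme 5 µg/mL final / Compound: one dose of 20 µM, 1% DMSO / Reagent: glucose and ATP substrates / Buffer or medium: Tris pH 8.0 buffer with MgCl2, Tween-20, BSA, BME / Technique: resorufin fluorescence at 613 nm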
SENP7 block = inhibitors of human SENP7 protease; actives 1.5% (n = 330,000); inhibition, % at 5 µM; recombinant SENP7, Z-RLRGG-aminoluciferin luminescence, 40 min; Q9BQF6;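 active means inhibition above about 50% at the single test dose, limit read from the data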;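 further: plate controls were DMSO with enzyme for no effect and no enzyme buffer wells for full effect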
Target sequence (Q9BQF6 706-1050 limits assumed): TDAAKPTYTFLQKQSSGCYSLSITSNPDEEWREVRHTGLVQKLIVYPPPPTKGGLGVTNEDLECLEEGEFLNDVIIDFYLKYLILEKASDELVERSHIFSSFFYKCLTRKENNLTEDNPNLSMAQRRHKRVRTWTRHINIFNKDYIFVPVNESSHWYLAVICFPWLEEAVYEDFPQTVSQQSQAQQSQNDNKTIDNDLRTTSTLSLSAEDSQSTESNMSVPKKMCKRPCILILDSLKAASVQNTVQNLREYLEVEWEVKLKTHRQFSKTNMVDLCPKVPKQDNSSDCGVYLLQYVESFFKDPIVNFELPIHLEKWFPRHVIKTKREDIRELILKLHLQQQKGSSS
* = called active by the depositor; ? = inconclusive. Unless noted, no stated cut-off is given here; in the data, active means inhibition above about 50%; inactive means the rest.

SMILES	SENP8 block	697 NFkB inh	Apaf-1 inh	Gli-Sufu antag	Jurkat NFkB inh	UBC13 inh	HKDC1 inhibitor	SENP7 block
CC(NC(=O)CSC(=S)N1CCCC1)c1ccc(S(N)(=O)=O)cc1 (stereo not given)	1	15	6	-11	-10	4	-9	3
CC(C)(C)CC(C)(C)NC(=S)Nc1ccc2nc(-c3ccccn3)c(-c3ccccn3)nc2c1	2	-31	26	4	12	15	11	4
COc1ccccc1C(=O)NC(=O)Nc1cccc(Cl)c1	82*	-115	12	-74	-120	4	-2	85*
Cc1onc(C(=O)N2CCC(Cc3ccccc3)CC2)c1[N+](=O)[O-]	-4	13	7	6	-7	-4	-6	8
CCOC(=O)c1sc2nc(COC(=O)c3c(F)cccc3F)[nH]c(=O)c2c1C	-2	-2	4	-4	9	2	3	1
CN(C)CCCn1c(=O)n(Cc2ccco2)c(=O)c2c3c(sc21)CCCCC3	-5	-21	6	16	-13	11	-3	9
COc1ccc(Cl)cc1C(=O)NCCN(C)C	-2	-3	5	-22	-1	-3	-5	4
COc1ccc(C(=O)NCCc2nnc3ccc(SCC(=O)NCCc4ccc(OC)c(OC)c4)nn23)cc1	6	8	-410	-4	-7	2	-6	-2
Cc1ccccc1OCCCC(=O)NCc1ccco1	1	-2	-15	-6	0	-2	6	12
CCCCOc1ccccc1C(=O)N(Cc1ccco1)C1CCS(=O)(=O)C1 (stereo not given)	4	-7	2	0	0	-10	0	9
CC(NC(=O)C1CCCN(S(=O)(=O)c2cnc[nH]2)C1)c1ccccc1 (stereo not given)	4	18	-8	-3	7	4	-4	5
CCc1nc(CNC(=O)C2CCC(=O)N(CCc3ccc(OC)cc3)C2)cs1 (stereo not given)	-7	10	-8	4	-9	-8	-4	14
Cc1nn(CC(=O)N2CCCCC2)c(=O)c2nn(-c3ccccc3)c(C)c12	-6	-11	7	31	6	0	-1	10
CCOc1ccc(C(C)NC(=O)Cc2ccccc2)cc1OCC (stereo not given)	-1	4	-3	-9	2	6	-5	4
COC(=O)c1cc(NC(=O)c2ccc(-c3ccccc3)cc2)ccc1Cl	-12	19	-2	15	9	13	-16	0
COc1ccc(CC(C)N2CCN(Cc3ccccc3)CC2)c(OC)c1 (stereo not given)	6	17	5	11	-10	12	-1	0
CCN1CCN(Cc2ccc(NC(=O)c3cc(NC(=O)N4CCNC4=O)cc(OC)c3)cc2C(F)(F)F)CC1	2	13	11	19	11	16	-2	-1
CS(=O)(=O)N1CCN(Cc2ccccc2C(F)(F)F)CC1	-5	-16	-1	1	1	-2	-3	10
Cc1ccc(NS(=O)(=O)c2c(C)ccc3nsnc23)c([N+](=O)[O-])c1	-11	-4	-1	-2	10	-12	-2	4
Cc1cc2cc3c(cc2nc1SCC(=O)OC(C)C)OCCO3	10	-1	12	4	0	?	2	5
C=CCn1c(NCc2ccc3c(c2)OCO3)nc2ccccc21	-1	-25	3	-22	-19	5	-3	0
COc1ccccc1/C=C/CN1CCCC(CO)(Cc2cccc(Cl)c2)C1 (stereo not given)	-2	2	7	8	-6	7	-3	5
C=CCNCCCCOc1ccccc1	-1	-4	-7	-5	3	10	9	-8
Cc1cccc(N(Cc2ccccc2)C(=O)c2ccc(C)c(S(=O)(=O)N3CCOCC3)c2)c1	1	11	13	46	5	15	-2	0
Cc1cc(C)n(C(=O)COc2ccc([N+](=O)[O-])cc2)n1	-2	19	1	4	11	7	-8	0
The listing continues:
SMILES	SENP8 block	697 NFkB inh	Apaf-1 inh	Gli-Sufu antag	Jurkat NFkB inh	UBC13 inh	HKDC1 inhibitor	SENP7 block
O=C(c1cc(F)c(F)c(F)c1F)N1CCN(Cc2ccc3c(c2)OCO3)CC1	3	7	-1	-1	21	-6	-3	2
O=C(O)CSCc1nc2cccnc2n1C1CCCCC1	1	0	8	0	-16	2	1	-1
Cc1cc(C(=O)N2CCN(c3ccccc3)CC2)c(C)o1	-3	12	-11	-8	6	5	-4	-5
COc1ccc(NC(=O)CN(Cc2ccccc2)S(C)(=O)=O)c(OC)c1	4	12	-6	-1	7	0	-1	5
CC(C)(C)[C@H]1C=C(C(=O)NCc2ccccc2)O[C@@H](OCCCCO)C1	3	3	11	-10	-6	-5	5	-7
COc1cc(-c2cc(-c3ccccc3)nc(SCC(=O)Nc3nccs3)c2C#N)cc(OC)c1OC	-7	20	13	-5	-8	?	-6	-3
CCC(C)[C@H](NC(=O)Nc1ccc(Oc2ccccc2)cc1)C(=O)O (stereo not given in full)	4	24	-3	6	0	-4	3	0
COCCSc1ccccc1C(=O)NCC1CCCO1 (stereo not given)	14	6	-8	-2	6	4	-12	3
COc1ccc(NC(=O)COc2ccc(N(C)S(=O)(=O)c3ccc(Cl)cc3)cc2)cc1	-7	2	18	2	-8	2	-1	-5
COc1ccc(-c2nnc3ccc(SCC(=O)N4CCCCCC4)nn23)cc1OC	4	22	20	3	17	?	1	1
O=C(Cc1cccs1)Nc1ccc(S(=O)(=O)Nc2ncccn2)cc1	-2	25	2	-24	13	-4	9	5
O=C(COC(=O)CCc1ccc(S(=O)(=O)N2CCOCC2)cc1)NC1CCCCCC1	-2	14	-4	9	1	11	-13	2
CC(=O)Nc1ccc(NC(=O)c2c(C)nn(-c3ccccc3)c2Cl)cc1C	2	10	8	13	-2	-7	-4	-2
O=S(=O)(c1cnc[nH]1)N1CCN(c2ccc(Cl)cc2)CC1	7	-3	-2	0	17	3	-5	4
COc1cccc(N2C(=O)Nc3ccc(Br)cc3C2(O)C(=O)NCCCOC(C)C)c1 (stereo not given)	5	10	-5	6	-2	4	-5	-9
CCC1C/C(=C/c2cccs2)C(=O)/C(=C/c2cccs2)C1 (stereo not given)	-9	-3	12	-1	9	-5	1	1
COc1ccc(-c2nn(-c3ccccc3C)cc2CNC(C)Cn2cncn2)cc1F (stereo not given)	-6	9	15	-9	-3	-4	-4	-3
CSc1ncc(CN2CCC(C(=O)Nc3cccc(-c4cscn4)c3)CC2)cn1	5	4	-9	2	23	-10	-5	0
Nc1nnn(-c2ccccc2)c1-c1ccccc1	-5	-41	2	4	-40	1	-1	-15
CCNS(=O)(=O)c1ccc(CCC(=O)NCc2ccc3c(c2)OCO3)cc1	-14	10	-3	2	6	-1	-7	6
CC(C)(C)C(=O)Nc1nnc(Cc2ccccc2)s1	-4	-17	-9	-14	15	0	-6	-4
CC(OC(=O)c1cc2sccc2n1C)C(=O)NC(C)(C)C (stereo not given)	-5	1	0	-4	10	5	2	1
O=C(CCOc1ccccc1)Nc1cccc([N+](=O)[O-])c1	-5	0	-39	-5	-6	4	-11	2
CCN(CC)C(=O)CSc1nnc(-c2cc(-c3ccc(Cl)cc3)nc3ccccc23)o1	0	16	18	8	2	16	0	6
COC(=O)c1cc(C(=O)OCC(=O)N(C)C2CCS(=O)(=O)C2)cc([N+](=O)[O-])c1 (stereo not given)	-2	18	-5	-10	-4	8	-9	-2
Remaining list, next part
SMILES	SENP8 block	697 NFkB inh	Apaf-1 inh	Gli-Sufu antag	Jurkat NFkB inh	UBC13 inh	HKDC1 inhibitor	SENP7 block
Cc1ccc(C)c(C(=O)NC(C)CCc2ccccc2)c1 (stereo not given)	-3	4	2	2	8	11	-11	-3
CC(C)c1ccc(N(C(=O)c2snc(C(N)=O)c2N)C(C(=O)NCC2CCCO2)c2ccc(N(C)C)cc2)cc1 (stereo not given)	0	7	29	16	24	24	2	1
NC(=O)CSc1nc2ccccc2n1Cc1ccccc1F	5	1	0	-8	-3	10	-4	6
CCOc1ccc(C(=O)NCc2ccco2)cc1OC	-1	11	4	-9	-6	-4	-7	1
O=C(COc1ccccc1)NNC(=O)c1cc2ccccc2o1	2	5	-7	-3	-12	-6	-17	4
COc1ccc(Cn2c(=O)[nH]c3cc(C(=O)NCCCN4CCCC4=O)ccc3c2=O)cc1	-7	12	11	3	5	0	-6	-7
CCOC(=O)c1ccc(NC(=S)NC(=O)COc2ccccc2)cc1	3	-5	9	8	-2	0	0	0
Cn1c(=O)oc2cc(S(=O)(=O)NCCN3CCN(c4ccccc4F)CC3)ccc21	1	-14	1	7	6	4	-4	1
CS(=O)(=O)c1ccc(-c2nnc(NC(=O)c3ccco3)o2)cc1	-3	23	-1	26	6	0	-3	21
O=C(O)c1cc2cccc(S(=O)(=O)N3CCOCC3)c2cc1O	-4	8	-6	14	3	12	0	3
CCC(C)N1C(=O)CCC1C(=O)O (stereo not given)	-2	-10	-16	2	-1	-4	4	-1
O=C(CNCCc1ccc(F)cc1)Nc1cc(F)ccc1F	3	-20	4	3	-32	4	-2	-11
COc1ccc(CC(=O)Nc2nnc(-c3cccc([N+](=O)[O-])c3)s2)cc1	-5	-12	8	-5	-3	-23	-6	-7

Part of the list above in order of SMILES length, lowest first:
SMILES	SENP8 block	697 NFkB inh	Apaf-1 inh	Gli-Sufu antag	Jurkat NFkB inh	UBC13 inh	HKDC1 inhibitor	SENP7 block
CCC(C)N1C(=O)CCC1C(=O)O (stereo not given)	-2	-10	-16	2	-1	-4	4	-1
CCOc1ccc(C(=O)NCc2ccco2)cc1OC	-1	11	4	-9	-6	-4	-7	1
O=C(CNCCc1ccc(F)cc1)Nc1cc(F)ccc1F	3	-20	4	3	-32	4	-2	-11
O=C(COc1ccccc1)NNC(=O)c1cc2ccccc2o1	2	5	-7	-3	-12	-6	-17	4
O=C(O)c1cc2cccc(S(=O)(=O)N3CCOCC3)c2cc1O	-4	8	-6	14	3	12	0	3
Cn1c(=O)oc2cc(S(=O)(=O)NCCN3CCN(c4ccccc4F)CC3)ccc21	1	-14	1	7	6	4	-4	1
COc1ccc(Cn2c(=O)[nH]c3cc(C(=O)NCCCN4CCCC4=O)ccc3c2=O)cc1	-7	12	11	3	5	0	-6	-7

Results in Gli-Sufu antag, SENP8 block and SENP7 block (6 entries from above):
SMILES	Gli-Sufu antag	SENP8 block	SENP7 block
Cn1c(=O)oc2cc(S(=O)(=O)NCCN3CCN(c4ccccc4F)CC3)ccc21	7	1	1
CS(=O)(=O)c1ccc(-c2nnc(NC(=O)c3ccco3)o2)cc1	26	-3	21
O=C(O)c1cc2cccc(S(=O)(=O)N3CCOCC3)c2cc1O	14	-4	3
CCC(C)N1C(=O)CCC1C(=O)O (stereo not given)	2	-2	-1
O=C(CNCCc1ccc(F)cc1)Nc1cc(F)ccc1F	3	3	-11
COc1ccc(CC(=O)Nc2nnc(-c3cccc([N+](=O)[O-])c3)s2)cc1	-5	-5	-7
